Screens (PubChem BioAssay)
XBP1 UPR activ – activators of adaptive arm of unfolded protein response (XBP1) | 330,000 compounds, 0.33% hits | CHO-XBP1 luciferase reporter, IRE1-XBP1 UPR activation, luminescence; percent of tunicamycin response, DMSO as zero | activation, % at 20 µM | AID 463104;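 active = versus positive control, 20 µM dose yields 30% or more activation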;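 also: 100% = tunicamycin at 10 µg/mL and 0% = DMSO only wells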
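Material: CHO-XBP1 cells stably carrying IRE1-XBP1-driven luciferase reporter / Amount: 1000 cells per well / Compound: 20 µM, 1% DMSO / Times: 6 h treatment, 37 °C / Detection: luciferase luminescence / Measure: % activation of reporter signal versus tunicamycin and DMSO controls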
Mdm2-MdmX inh – inhibitors of human Mdm2/MdmX interaction | SaOS-2 split-luciferase Mdm2/MdmX complementation, luminescence | inhibition, % at 8 µM | O15151+Q00987 | 330,000 compounds, 3% hits | AID 485346;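 active = inhibition of at least 50% at 8 µM in the primary screen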
EBI2 antag – EBI2 (human) antagonism; P32249; EBI2 beta-arrestin recruitment, luminescence, 7a,25-OHC stimulated; inhibition, % at 5 µM; 360,000 compounds, 0.81% hits; AID 651636; in the data active = inhibition above about 38%;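 also: enzyme fragment complementation signal reports receptor beta-arrestin coupling in cells; 0% = agonist plus DMSO wells and 100% = wells without agonist; some results beyond the cut were filed as inactive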
Target sequence (P32249 whole entry, looked up, the tested form may be a part): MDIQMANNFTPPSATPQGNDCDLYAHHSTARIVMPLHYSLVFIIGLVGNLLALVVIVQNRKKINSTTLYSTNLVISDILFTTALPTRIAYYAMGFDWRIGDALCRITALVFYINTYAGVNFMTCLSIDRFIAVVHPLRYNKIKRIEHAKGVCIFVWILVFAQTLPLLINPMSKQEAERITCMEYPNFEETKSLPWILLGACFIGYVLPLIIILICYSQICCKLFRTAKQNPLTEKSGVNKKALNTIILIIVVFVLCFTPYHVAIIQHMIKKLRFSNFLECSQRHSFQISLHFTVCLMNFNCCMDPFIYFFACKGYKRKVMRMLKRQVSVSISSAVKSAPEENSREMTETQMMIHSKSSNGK
Jurkat NFkB inh – inhibitors of the PMA/ionomycin-induced NF-kB reporter in Jurkat cells | AID 435003 | inhibition, % at 4 µM | PMA/ionomycin-induced NF-kB luciferase reporter, luminescence | 330,000 compounds, 0.53% hits; in the data active = inhibition above about 50%
CXCR6 block – inhibitors of human CXCR6 receptor; O00574; CHO-K1 PathHunter CXCR6 beta-arrestin, luminescence; inhibition, % at 20 µM; 360,000 compounds, 0.36% hits; in the data active = inhibition above about 34%, passing the limit was not always enough;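 also: antagonist mode with CXCL16 agonist at 10 nM final; 0% = 10 nM CXCL16 with DMSO and 100% = unstimulated wells without agonist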
Target sequence (O00574 whole entry, looked up): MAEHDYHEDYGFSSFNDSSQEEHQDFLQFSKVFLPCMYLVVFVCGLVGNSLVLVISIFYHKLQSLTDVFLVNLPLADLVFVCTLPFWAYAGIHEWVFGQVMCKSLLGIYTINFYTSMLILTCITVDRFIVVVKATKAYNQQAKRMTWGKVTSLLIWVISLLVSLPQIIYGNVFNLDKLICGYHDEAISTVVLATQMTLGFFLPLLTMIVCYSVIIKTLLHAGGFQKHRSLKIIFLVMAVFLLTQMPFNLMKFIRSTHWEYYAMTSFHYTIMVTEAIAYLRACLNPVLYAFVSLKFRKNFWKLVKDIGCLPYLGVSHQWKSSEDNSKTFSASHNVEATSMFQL
UPR CHOP act – apoptotic UPR (CHOP) activation | activation, % at 10 µM | 330,000 compounds, 0.34% hits | CHO-CHOP luciferase reporter, luminescence; percent of tunicamycin response over DMSO baseline;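 active = at 10 µM dose, activation of 40% or more, normalized to positive control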;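 also: 100% = tunicamycin at 10 µg/mL and 0% = DMSO alone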
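Dosing – one dose, 10 µM in 0.5% DMSO · System – CHO-CHOP cells, stable luciferase reporter of PERK-eIF2a-CHOP signalling · Input – 500 cells/well · Control set – tunicamycin 10 µg/mL final as positive, DMSO-only wells as negative · Timing – 6 h compound treatment, 37 °C · Measure – % activation vs tunicamycin · Technique – luminescence read with Steady-Glo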
697 NFkB inh – inhibitors of the PMA/ionomycin-induced NF-kB reporter in 697 B cells; 697 B-cell NF-kB luciferase reporter, 16 h; inhibition, % at 4 µM; 330,000 compounds, 0.33% hits; AID 435022; in the data active = inhibition above about 35%
Gli-Sufu antag – blocks Gli-Sufu signaling in a luciferase reporter. Sufu-KO-LIGHT fibroblasts, Gli luciferase reporter luminescence. inhibition, % at 5 µM. 340,000 compounds, 0.74% hits. AID 588413;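 active = inhibition above about 55%, limit read from the data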;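 also: 0% = DMSO-treated cells and 100% = wells with medium but no cells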
CCR6 antag – antagonists of human CCR6 receptor; P51684; CHO-K1 CCR6 PathHunter beta-arrestin, luminescence, CCL20-stimulated; inhibition, % at 20 µM; 340,000 compounds, 0.49% hits;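 active = compounds whose inhibition of the agonist-driven luminescence signal at 20 µM reaches about 50%, limit read from the data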;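 also: cells stimulated with CCL20 at 14 nM final; plate controls were DMSO with CCL20 for no effect and DMSO without agonist for full effect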
Target sequence (P51684 whole entry, looked up): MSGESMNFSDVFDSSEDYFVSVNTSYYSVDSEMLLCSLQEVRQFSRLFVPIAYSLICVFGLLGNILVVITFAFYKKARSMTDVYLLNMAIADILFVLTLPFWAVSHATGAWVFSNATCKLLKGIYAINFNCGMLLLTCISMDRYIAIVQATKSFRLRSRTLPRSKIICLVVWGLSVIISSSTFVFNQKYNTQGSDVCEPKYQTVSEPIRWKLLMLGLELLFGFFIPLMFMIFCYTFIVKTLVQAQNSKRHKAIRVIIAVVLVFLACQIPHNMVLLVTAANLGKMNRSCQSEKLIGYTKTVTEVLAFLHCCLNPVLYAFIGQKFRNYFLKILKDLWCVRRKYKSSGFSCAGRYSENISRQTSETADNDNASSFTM
Numbers without * were called inactive; x = not tested or not shown.

Every second line gives: XBP1 UPR activ, Mdm2-MdmX inh, EBI2 antag, Jurkat NFkB inh, CXCR6 block, UPR CHOP act, 697 NFkB inh, Gli-Sufu antag, CCR6 antag
- CCC(C)NC(=O)Cn1cc2c(n1)CCC(C)C2 (stereo unspecified)
 : -2, -11, 4, -23, -5, -3.7, -4, -25, -6
- CN(C)Cc1c(C#N)c2ccccc2n1C
 : 0, 13, 0, 9, -6, -0.2, 21, 1, 9
- CC(OC(=O)c1cccc([N+](=O)[O-])c1)C(=O)N1CCc2ccccc21 (stereo unspecified)
 : 2, 6, 6, 3, -6, 0.4, 14, -5, -2
- Cc1cc(C(=O)COc2ccc(C#N)cc2)c(C)n1C1CC1
 : -3, 15, 3, 16, 0, 2.6, 8, -7, 5
- COc1ccc(N2CCN(c3nccs3)CC2)cc1
 : 4, -31, -5, -21, -4, 4.8, -52, -8, 15
- O=C(CSc1cn(CCNC(=O)c2cccs2)c2ccccc12)NC1CCCCC1
 : 1, -9, -1, -12, -1, 0.7, -4, 9, 11
- Cc1cc(C)c2nc(/N=C(\N)NC(=O)Nc3ccccc3)nc(C)c2c1
 : 6, 54*, -11, 21, 3, -1.0, -46, 20, -1
- O=C(O)c1cnn(-c2ccccc2)c1-c1ccccc1
 : -2, 1, -8, -3, -7, -2.4, 11, -20, -13
- COc1ccc(OC)c(NC(=O)c2cccc(S(=O)(=O)N3CCN(C(C)=O)CC3)c2)c1
 : -1, 23, -1, -4, -4, -0.7, 7, 13, 14
- CC(C)C(=O)N1CCN(c2ccc(NC(=O)COc3ccccc3[N+](=O)[O-])cc2)CC1
 : -3, 29, -15, 2, -5, 0.6, -11, 30, -6
- CCCc1nnc(NC(=O)CN2C(=O)C3C4C=CC(C4)C3C2=O)s1 (stereo unspecified)
 : -1, 21, -10, -9, -11, -0.1, 10, -4, -7
- Cc1cc(C(F)(F)F)nn1CC(=O)Nc1ccc2c(c1)OCO2
 : -3, 0, -11, 15, -12, 0.9, 4, 0, 4
- CCOc1ccc(NC(=O)CSc2nccn2Cc2ccco2)cc1
 : 1, 1, -10, -52, -13, 5.0, -26, -23, 4
- CCCCCCCN1C(Nc2ccccc2)=NC[C@@H]1CC(C)C
 : 0, 28, -6, 6, 3, -1.1, -30, 36, 8
- Cn1c(=NC(=O)C2CC2)sc2cccc(F)c21
 : 4, 7, 1, -12, -4, 3.2, 5, -11, 4
- CCc1ccc(N(C(=O)c2snc(C(N)=O)c2N)C(C(=O)NCC2CCCO2)c2cccs2)cc1 (stereo unspecified)
 : -3, 0, 5, -17, 4, 6.2, 3, 1, 5
- CC1CCc2c(sc(N)c2C(=O)OC(C)C)C1 (stereo unspecified)
 : -1, -5, -4, 9, 0, -0.1, -11, -12, -2
- Cn1ncc(Br)c1C(=O)Nc1c(F)c(F)cc(F)c1F
 : 5, 44, 1, 19, 6, -0.5, 10, -19, 5
- Cn1nccc1C(=O)OCC(=O)Nc1ccccc1Cl
 : 1, 17, -12, 5, 3, 1.5, 22, 9, 0
- CC(C)(C)NC(=O)NC(=O)Cn1cc(C(F)(F)F)ccc1=O
 : 0, 22, 2, 1, -2, 1.2, 6, 7, 3
- CCOC(=O)C1CCN(S(=O)(=O)c2cccc(-c3cn4cc(Cl)ccc4n3)c2)CC1
 : 0, 25, -2, 11, -9, -4.9, -11, -5, -11
- COc1ccc2oc(C(=O)OCC(=O)N3CCCC(C)C3)c(C)c2c1 (stereo unspecified)
 : -3, -15, -11, -2, -1, 0.2, 3, -9, 21
- CCn1nc(C)c(Br)c1-c1nc(CS(=O)(=O)c2ccsc2)no1
 : -1, -3, -23, 1, -2, 1.2, -2, 7, 18
- O=C(NNC(=O)c1cc2ccccc2cc1O)Nc1ccc(Br)cc1
 : 0, 12, -5, 17, -6, 2.3, 19, -8, -8
- Cc1ccc(/C=N/NC(=O)CN2C(=O)CSc3ccccc32)o1
 : -4, 10, -1, -8, -3, 1.0, -7, -3, -3
- CCOc1cc(/C=C2\SC(N3CCCCC3)=NC2=O)ccc1O
 : -2, 8, 2, -12, 9, 6.1, 2, -7, 22
- Cc1nnc(NS(=O)(=O)c2ccc(N=Nc3ccc(N)nc3N)cc2)s1
 : x, x, 0, x, 24, x, x, -5, 47
- CSc1nsc(/C=C/Nc2ccc(C)cc2)c1C#N
 : 1, 17, -1, 4, 10, -0.2, -19, 3, 1
- N/C(=N\OS(=O)(=O)c1ccc(Cl)cc1)c1ccncc1
 : -1, 21, -18, 15, -15, 0.7, 5, 4, -22
- O=S(=O)(Nc1cccc2cccnc12)c1ccccc1
 : -9, 100*, 62*, 101*, 69*, 368*, -14, 47, 90*

Ordered by the number under XBP1 UPR activ (lowest first): 4 of the compounds above.
| Compound | XBP1 UPR activ |
| --- | --- |
| Cc1cc(C(F)(F)F)nn1CC(=O)Nc1ccc2c(c1)OCO2 | -3 |
| CC(C)(C)NC(=O)NC(=O)Cn1cc(C(F)(F)F)ccc1=O | 0 |
| CSc1nsc(/C=C/Nc2ccc(C)cc2)c1C#N | 1 |
| CC(OC(=O)c1cccc([N+](=O)[O-])c1)C(=O)N1CCc2ccccc21 (stereo unspecified) | 2 |

Additional results follow.
Every second line gives: XBP1 UPR activ, Mdm2-MdmX inh, EBI2 antag, Jurkat NFkB inh, CXCR6 block, UPR CHOP act, 697 NFkB inh, Gli-Sufu antag, CCR6 antag
- Cc1ccc([N+](=O)[O-])c2c1C(N1CCCCC1)C(C)(C)O2 (stereo unspecified)
 : 13, 20, 12, 6, 4, 22, -7, -2, 10
- Cc1cc(=O)c2ccccc2n1Cc1ccccc1
 : 4, 36, -7, 6, -9, -0.3, -20, 26, 14
- CCc1nc(SCC(=O)NCc2ccco2)c2c(=O)n(C)c(=O)n(C)c2n1
 : 1, -20, -6, 10, -4, 0.5, -19, -1, 7
- Cc1noc(C)c1COc1ccccc1C(=O)NC(C)c1ccc(F)cc1 (stereo unspecified)
 : x, x, -5, x, -1, x, x, 5, 9
- COc1cnc(SCc2ccc(Cl)cc2Cl)nc1Cl
 : 2, 1, 4, 9, -20, 1.4, 14, 6, -3
- O=C1C2C3C=CC(c4ccccc4)(C2C(=O)N1c1cccc(Cl)c1)C1C(=O)N(c2cccc(Cl)c2)C(=O)C31 (stereo unspecified)
 : -1, 21, 8, 8, 2, 1.9, 3, 4, -5
- NC(=O)CCSC(=S)N1CCOCC1
 : 0, -1, 2, -1, -3, 0.2, 7, -19, 12
- COc1cc(NC(=O)CSc2nc3ccccc3c(=O)n2C)ccc1NC(=O)c1ccco1
 : 1, 16, -17, 19, 1, 2.7, 8, 0, -24
- Cc1ccc(-c2[nH]n3c(=O)c4c(nc3c2C)CCCC4)cc1
 : 6, -13, 0, -27, 3, 8.0, -50, -33, -4
- CCOC(=O)C1CCCN(S(=O)(=O)CCNC(=O)c2ccccc2)C1 (stereo unspecified)
 : 1, -5, -2, -16, -3, -1.2, -30, -18, -6
- O=C(NCCCN1CCCC1=O)c1cccc(C(F)(F)F)c1
 : 0, 8, 3, 5, 4, -0.1, 11, -2, -4
- COC(=O)c1ccccc1NC(=O)C(=O)NCC1CCCO1 (stereo unspecified)
 : -1, -10, -21, -9, -4, 2.1, -20, 2, -2
- CN(C)CCN(Cc1cccs1)S(=O)(=O)c1csc(C(N)=O)c1
 : -4, 8, -12, -4, 6, -0.4, -23, -17, 2
- C#C[C@]1(O)CCC2C3CCC4=Cc5oncc5CC4(C)C3CCC21C (stereo partly specified)
 : -5, 35, -16, 27, -13, 0.0, 7, 1, 20
- COC(=O)c1c(C)nc(C)c(C(=O)OC)c1-c1ccc(OC)cc1
 : 1, -2, 12, -1, 0, -0.9, -3, -3, 13
- CC(=O)c1ccc(N2CCN(C(=O)Nc3ccc(F)cc3F)CC2)cc1
 : -2, 18, 12, 20, -3, -1.9, 9, 26, 3
- CCOC(=O)c1oc2ccccc2c1COC(=O)C(C)NC(=O)c1ccco1 (stereo unspecified)
 : -3, 2, 22, -9, 5, -0.2, -6, -3, 6
- Cc1c(C(=O)NC2CCCCC2)sc2ncnc(N3CCN(c4ccccc4)CC3)c12
 : -2, 14, 7, 13, 0, -1.9, -20, 6, 0
- CC(=O)c1ccc(NC(=O)c2ccc(S(=O)(=O)N3CCCC3)cc2)cc1
 : 0, 18, 0, -13, -6, 2.1, -31, 9, 9
- Cc1ccc(C)c(Nc2ncnc3nc[nH]c23)c1
 : -3, 12, -9, -4, -7, -1.6, -17, -7, 10
- O=C(/C=C/Nc1ccc(F)c(F)c1)c1cccs1
 : -2, -173, 5, -182, -5, 3.9, -240, -10, 9
- CCN(CC)S(=O)(=O)c1ccc(NC(=O)CN(c2cccc(F)c2)S(C)(=O)=O)cc1
 : 1, -10, -9, 2, -2, 0.2, -14, 13, -2
- CCOC(=O)CSc1nc2ccccc2c(=O)n1Cc1ccco1
 : 0, 1, -6, 16, 10, -1.7, 9, 3, 17
- Cc1nc(CCNS(=O)(=O)c2cccs2)cs1
 : -2, -19, 2, 6, 2, -1.1, 7, 0, -19
- O=S(=O)(NCC(c1ccco1)N1CCc2ccccc2C1)c1ccc(F)cc1 (stereo unspecified)
 : 2, 15, -6, 5, 6, 1.5, 7, 7, 14
- Cc1ccc(Nc2cc(-c3ccccc3)nc3ncnn23)cc1
 : 10, 21, 24, -4, 1, -0.6, -6, 1, 12
- Cc1ccc2nc(Cl)c3cc(C(=O)NCCCN4CCCC4)sc3c2c1
 : 5, 10, -3, -39, 7, -2.2, -11, 26, 8
- COc1ccc(OCC(=O)NC2CCCCCCC2)cc1
 : -2, -6, 12, -18, -6, -1.7, -16, 44, 16
- OC(COc1cccc2ccccc12)CN1CCOCC1 (stereo unspecified)
 : x, x, 0, x, -4, x, x, 3, 3
- O=C(CN1C(=O)NC2(CCCCC2)C1=O)Nc1ccc2c(c1)CCC2
 : 3, -15, 5, 10, 0, 4.4, 0, 2, 13
- C[C@@H](NC(=O)c1nc[nH]c1C(=O)N[C@@H](Cc1ccccc1)C(=O)OC(C)(C)C)c1ccccc1
 : -3, 27, -23, 14, 1, -0.8, -28, -31, 3
- O=C(NCCC1CC1(Cl)Cl)Nc1ccccc1 (stereo unspecified)
 : 2, -24, -1, -9, 1, 1.4, -10, -8, 3
- O=C(NCCc1ccco1)C(=O)NCC1OCCCN1S(=O)(=O)c1ccccc1 (stereo unspecified)
 : -2, -4, -4, -7, -6, 0.1, -7, -3, -10
- Cc1ccccc1CNC(=O)C(=O)NCC1OCCCN1S(=O)(=O)c1cccs1 (stereo unspecified)
 : 3, 10, -4, 12, 3, -0.9, -1, -10, 6
- COc1ccc(C(=O)NCC(=O)OCCOc2ccc(Cl)cc2)cc1OC
 : 0, 0, 11, 7, -2, -0.4, 10, 6, -2
- O=C(O)c1ccccc1C(=O)NC1Cc2ccccc2C1
 : -1, 29, 4, 1, 0, 2.5, 12, 0, -6
- CN(Cc1ccccc1)Cc1nc2scc(-c3ccccc3)c2c(=O)[nH]1
 : -2, 18, 2, -5, 12, -0.3, 11, 8, 8
- Cc1ccc(-n2nc3c([n+]2[O-])CCc2c-3no[n+]2[O-])cc1
 : -6, 53*, -10, 42, -2, -1.2, -20, 1, 12
- Cc1cc(NC(=O)CSc2nc3c(c(=O)n2-c2ccccc2)SC(C)C3)no1 (stereo unspecified)
 : -6, 14, -1, 8, -7, -4.0, 16, 44, 6
- O=C(CCCNS(=O)(=O)c1cccc2nsnc12)NCCN1CCN(c2ccccc2F)CC1
 : 2, -10, -9, -2, -7, 0.0, 10, 11, 5

This is a random part of the collection, and some 5% of all compounds hit somewhere here.
